Screens as filed in PubChem BioAssay.
PhoP GFP inhibition: Inhibition of PhoP regulon, Salmonella typhi GFP reporter cells, confirmation, 4 h (AID 1850) | Salmonella Typhi PhoP-promoter GFP reporter, fluorescence, 4 h; higher % means a stronger effect | 0.33% of 310,000 active | inhibition, % at 50 µM; hits with a dose series show IC50 in µM; in the data active = a potency from the dose series; inconclusive = inhibition mostly from about 25% at the one dose, without a potency; inactive = the rest, 99 in 100 with inhibition below about 19%;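 also: 0% = induced wells with vehicle and 100% = uninduced wells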
H1N1 NS1A inhibition: H1N1 influenza NS1A inhibitors, functional cell based assay (AID 504329); NS1A functional cell-based assay, percent inhibition; higher % means a stronger effect; inhibition, % at 12.5 µM; hits with a dose series show IC50 in µM; 0.3% of 340,000 active; in the data active = a potency from the dose series; inconclusive = inhibition above about 27% without an active follow-up result; also: strong numbers were not always called active
VEEV TC-83 Vero: inhibitors of VEEV TC-83 cytopathic effect, confirmation, Vero cells (AID 588727); inhibition, % at 20 µM, or IC50 in µM where a hit was titrated; Vero cells, VEEV TC-83 cytopathic effect inhibition; higher % means a stronger effect; 0.13% of 350,000 active; in the data active = a potency from the dose series; inconclusive = inhibition mostly from about 14% at the one dose, without a potency; inactive = the rest, 99 in 100 with inhibition below about 12%; also: strong numbers were not always called active
tuberculosis growth: growth inhibition of non-replicating M. tuberculosis (AID 488890) | Mycobacterium tuberculosis non-replicating, growth inhibition; higher % means a stronger effect | one-dose inhibition, % at 25 µM; IC50 in µM for titrated hits | 0.39% of 320,000 active; in the data active = a potency from the dose series; inconclusive = inhibition mostly from about 82% at the one dose, without a potency; inactive = the rest, 99 in 100 with inhibition below about 76%;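 also: plate controls were DMSO cells for no effect and high antibiotic wells for full effect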
M. tuberculosis HTS: M. tuberculosis growth inhibition, HTS (AID 449762); one-dose inhibition, % at 25 µM; IC50 in µM for titrated hits; M. tuberculosis H37Rv growth inhibition, 7H9 media; higher % means a stronger effect; 0.59% of 330,000 active; in the data active = a potency from the dose series; inconclusive = inhibition above about 70% without an active follow-up result;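 also: bacterial growth assessed after seven days of incubation; strong numbers were not always called active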
VEEV TC-83 Vero 10K pilot screen: recorded beside VEEV TC-83 Vero, whose call it bears; inhibition, %; measured here: 10K pilot screen inhibition
* marks the source's active call; other numbers are inactive results; i = inactive; ? = inconclusive; · = not tested or not shown; & = joins results of further samples; ! = a repeat was not active.

Start of the data: the first 2 compounds, ahead of the listing:
SMILES | PhoP GFP inhibition | H1N1 NS1A inhibition | VEEV TC-83 Vero | tuberculosis growth | M. tuberculosis HTS | others
CCCC1=Nc2cc(C(=O)N3CCC(C(N)=O)CC3)ccc2Sc2ccccc21 | -4% | 3% | i | 0% | 0%
COc1cc2nc(CN3CCOCC3)n(CC(=O)NCC(F)(F)F)c(=O)c2cc1OC | 16% | 7% | i | -9% | 2%

Results, from the first entry:
SMILES | PhoP GFP inhibition | H1N1 NS1A inhibition | VEEV TC-83 Vero | tuberculosis growth | M. tuberculosis HTS | others
CCCC1=Nc2cc(C(=O)N3CCC(C(N)=O)CC3)ccc2Sc2ccccc21 | -4% | 3% | i | 0% | 0%
COc1cc2nc(CN3CCOCC3)n(CC(=O)NCC(F)(F)F)c(=O)c2cc1OC | 16% | 7% | i | -9% | 2%
Cc1ccc(NC(=O)C2C3C=CC4(O3)C2C(=O)N(CCCN2CCOCC2)C4C(=O)NC2CCCCC2)cc1Cl (stereo not drawn) | -4% | -9% | 1.5% | 4% | -2%
Cc1cccc(C)c1NC(=O)C1NC(=O)CC1c1ccccc1 (stereo not drawn) | -7% | 5% | 0.3% | 8% | 18%
CC(C)(C)c1nn2cnnc2n(/N=C/c2ccc(O)cc2)c1=O | -3% | -7% | 1.6% | 11% | -1%
C=CCn1c(SCC(=O)NC2CC2)nnc1-c1cccc(OC)c1 | -6% | -6% | 0.3% | -10% | -4%
CCOC(=O)c1c(C)[nH]c(C(=O)OCC(=O)NCc2ccc(F)cc2)c1C | · | -5% | ? | -20% | -4%
Cc1ccc(OP(=O)(O)Oc2ccc(C)cc2)cc1 | 3% | -5% | 1.0% | 7% | 5%
COCCN(C(=O)CNC(=O)c1ccco1)C(C(=O)NC1CCCCC1)c1cccc(OC)c1 (stereo not drawn) | -8% | 6% | 0.4% | 1% | -4%
CC(C)CC(NC(=O)C(COCc1ccccc1)NC(=O)OC(C)(C)C)C(=O)NN (stereo not drawn) | -15% | -8% | 5.4% | -10% | -1%
CCC(C)(C)NC(=O)C(c1ccc(OC)cc1)N(CCOC)C(=O)CCC(=O)Nc1nccs1 (stereo not drawn) | 1% | -2% | 0.0% | 12% | 4%
Cc1cccc(-c2nc(CN3CCN(C(=O)C4CCCO4)CC3)cs2)c1 (stereo not drawn) | -5% | 24% | 2.1% | 19% | 5%
O=C(NCc1cccc(C(F)(F)F)c1)C1CC(c2cccc(F)c2)=NO1 (stereo not drawn) | 22% | -4% | 0.0% | 10% | 5%
O=S(=O)(Nc1ccccn1)c1cccs1 | 12% | -5% | 1.2% | -9% | -2%
CCNC(=O)C(=O)Nc1cc2c3c(c1)CCC(=O)N3CCC2 | 0% | -5% | 3.0% | 0% | 3%
CC1=C([N+](=O)[O-])C(c2cccc(Br)c2)C2=C(N1)c1ccccc1C2=O (stereo not drawn) | 18µM* | 12% | i | 24% | 14%
Cc1cccc(OP(=O)(Oc2cccc(C)c2)OC(c2ccccc2)C(F)(F)F)c1 (stereo not drawn) | 5% | -5% | 6.4% | 11% | 12%
COc1cccc(C2c3[nH]c4ccccc4c3C[C@H]3C(=O)N(CCCOC(C)C)CC(=O)N23)c1 (stereo partly drawn) | -5% | 0% | 0.7% | -10% | 2%
O=C1C2CCCN2C(=O)N1CCCCN1CCN(c2ccccc2)CC1 (stereo not drawn) | -8% | 4% | 0.5% | -18% | -5%
O=C(OCC#CCSc1nnc(-c2ccncc2)o1)c1sc2ccccc2c1Cl | · | -2% | 11% | · | ·
O=C(NCC1CCCO1)c1cccc(Oc2ccccc2)c1 (stereo not drawn) | -8% | -5% | 2.1% | 64% | -9%
Clc1nc(NCCN2CCOCC2)nc(NCc2ccccc2)n1 | -3% | -4% | 0.9% | 10% | 6%
COc1cc(CNC(=O)c2cc(C(=O)NCc3cc(OC)cc(OC)c3)n(C)n2)cc(OC)c1 | · | 2% | 6.7% | · | ·
O=c1[nH]c(=S)n(CCC2=CCCCC2)c(O)c1/C=N/Nc1ccccc1 | -2% | 8% | 0.3% | ? | 56%

The list goes on; it opens with the four that closed the last part.
SMILES | PhoP GFP inhibition | H1N1 NS1A inhibition | VEEV TC-83 Vero | tuberculosis growth | M. tuberculosis HTS | others
O=C(NCC1CCCO1)c1cccc(Oc2ccccc2)c1 (stereo not drawn) | -8% | -5% | 2.1% | 64% | -9%
Clc1nc(NCCN2CCOCC2)nc(NCc2ccccc2)n1 | -3% | -4% | 0.9% | 10% | 6%
COc1cc(CNC(=O)c2cc(C(=O)NCc3cc(OC)cc(OC)c3)n(C)n2)cc(OC)c1 | · | 2% | 6.7% | · | ·
O=c1[nH]c(=S)n(CCC2=CCCCC2)c(O)c1/C=N/Nc1ccccc1 | -2% | 8% | 0.3% | ? | 56%
O=C1CCCN1CCCn1cnc2c([nH]c3ccc(F)cc32)c1=O | -5% | 1% | 4.0% | -12% | -7%
Cc1ccc(-n2c(C)cc(C3=NNC(=NC4CC4)SC3)c2C)cc1C | 7% | 10% | i | 7µM* | ?
NC(=S)NNC(=O)Nc1ccc(Cl)c(Cl)c1 | -1% | -2% | 3.8% | -8% | -12%
CS(=O)(=O)N(CC(=O)NC1CCCC1)Cc1ccc(F)cc1 | 4% | -5% | 1.0% | -15% | 3%
O=C(/C=C/c1ccc2c(c1)OCO2)NCc1ccc(F)cc1 | 4% | -2% | 0.9% | 4% | 3%
CCOC(=O)c1c(N2C(=O)C3C4C=CC(O4)C3C2=O)sc2c1CCCC2 (stereo not drawn) | -5% | 1% | 2.5% | 0% | -6%
CC(C)n1cnnc1SCC(=O)NC(=O)c1ccccc1 | 9% | -14% | 0.7% | -11% | -6%
Fc1ccc(COc2ccc(Br)cc2CNCc2ccncc2)cc1 | 8% | -17% | i | 28% | 10%
CCc1cc2c(=O)n(-c3ccccc3)cnc2s1 | -3% | -8% | 4.2% | 10% | -1%
Cc1cc(C)n2nc(SCC(=O)N3CCC(C(=O)O)CC3)nc2n1 | · | 11% | 0.4% | 0% | 4%
COc1ccc(CN(C)Cc2cc(=O)n3ccsc3n2)c(OC)c1OC | 7% | -6% | 0.2% | -16% | -3%
CCOc1cc(/C=C2/NC(=O)N(CC(=O)Nc3cccc(C)c3)C2=O)ccc1OCC(N)=O | 5% | 2% | 0.8% | 6% | 0%
COc1ccc(S(=O)(=O)NCc2ccco2)cc1N(C)S(=O)(=O)c1ccccc1 | 0% | 10% | ? | 39% | 3%
O=C(NNC(=O)C1CCN(Cc2cccc(F)c2)CC1)c1cccs1 | 7% | -3% | 0.2% | 8% | 5%
CC(C)c1ccccc1NC(=O)COC(=O)COc1ccccc1[N+](=O)[O-] | 7% | -6% | 0.4% | -1% | 1%
NC(=O)c1ccccc1OCC(=O)O | 2% | 1% | i | -6% | -3%
Cc1ccc(S(=O)(=O)N(C)c2ccc(OCC(=O)Nc3nc4ccccc4s3)cc2)cc1 | -8% | -10% | 5.4% | 13% | 45%
O=[N+]([O-])c1ccc(NN=C(c2ccccc2)c2ccccc2)nc1 | · | 2% | 1.6% | · | ·
Cc1ccsc1C(=O)N1CCN(S(=O)(=O)c2cccc(F)c2)CC1 | 6% | -1% | 2.4% | -22% | -6%
COCCOC(=O)C1=C(C)NC2=C(C(=O)CCC2)C1c1cc2c(cc1Br)OCO2 (stereo not drawn) | -9% | 0% | i | 13% | -3%
COc1ccc(CNC(=O)C(C)N=C2NS(=O)(=O)c3ccccc32)cc1OC (stereo not drawn) | -19% | -5% | 3.7% | -5% | -4%
Cc1ccc(-c2csc3nc[nH]c(=S)c23)cc1 | 2% | -6% | i | ? | 46%
O=C(Nc1cccnc1)c1ccccc1O | -10% | -22% | 2.7% | 10% | -4%
CSc1cccc(NC(=O)COc2cccc3ccccc23)c1 | -17% | -6% | i | 16% | 7%
COc1cc2c(cc1OC)C(C(=O)NCc1cccnc1)C(c1cccnc1)N(C)C2=O (stereo not drawn) | 4% | -1% | 0.3% | -20% | -2% | VEEV TC-83 Vero 10K pilot screen=1.0
CN(CC(=O)N1CCN(c2ccccc2F)CC1)S(=O)(=O)c1cnc[nH]1 | -7% | 5% | i | -7% | -3%
CCOC(=O)[C@H]1[C@H]2COc3ccc(C)cc3[C@@H]2N2C(=O)CN(Cc3ccc(F)cc3)C(=O)[C@@]12C | · | 1% | 1.8% | 9% | 3%
Cn1c(CNC(=O)CNC(=O)c2ccccc2)cc(=O)n(C)c1=O | 5% | -4% | 0.6% | -6% | -2%
Cc1nnc(NC(=O)Cc2cccs2)s1 | -13% | 6% | 0.9% | -18% | -7%
CCOC(=O)c1cc([N+](=O)[O-])sc1NC(=O)c1ccc(S(=O)(=O)N2CC3(C)CC2CC(C)(C)C3)cc1 (stereo not drawn) | -5% | -7% | i | -13% | -4%
O=C(NNc1cccc(Cl)n1)Nc1ccc(F)cc1 | 18% | -9% | 0.4% | 9% | -2%
CC1=C(C(=O)OCc2ccccc2)C(c2ccccc2Cl)NC(=O)N1CCCCCC(=O)O (stereo not drawn) | 1% | -5% | 0.2% | -9% | -4%
Cc1ccc(/C=C/C(=O)OCC(=O)N(CC(C)C)c2c(N)n(Cc3ccccc3)c(=O)[nH]c2=O)o1 | -2% | -1% | 2.1% | -8% | 52%
N#Cc1ccc(NC(=O)Cn2cnc([N+](=O)[O-])c2)cc1 | -4% | -1% | 0.4% | 13% | 8%
Cc1nc(CN2CCCC2=NC#N)n(-c2ccccc2)n1 | -8% | 2% | 3.9% | -9% | -3%
O=C(CC(NC(=O)c1ccccc1)c1ccccc1)Nc1ccc(F)c(F)c1 (stereo not drawn) | -4% | 11% | 7.5% | 6% | -2%
CCN1C(=O)CSC1=Nc1ccc(C(=O)O)cc1 | -6% | -7% | i | -2% | -4%
Cc1cc(C)n(-c2nc(C(F)(F)F)nc3ccccc23)n1 | 6% | -13% | i | -12% | -2%
COc1cc(OC)cc(-c2c(-c3ccc(F)cc3)c3cc(Br)ccc3n2C)c1 | · | -7% | 3.8% | -2% | 9%
CCOC(=O)C1CC2=C(CCCC2=O)NC1=O (stereo not drawn) | · | -10% | 2.1% | · | ·
COc1ccc(OC)c(Nc2ncnc3c2cnn3-c2ccccc2)c1 | -7% | 5% | 0.6% | 32% | -7%
NC(c1ccccc1)c1cccnc1 (stereo not drawn) | -6% | -5% | 0.5% | -14% | 2%
COc1ccc(CCn2c(-c3ccncc3)n[nH]c2=S)cc1OC | 2% | -9% | 1.3% | -2% | 4%
Fc1ccc([C@@H]2CCNC[C@H]2COc2ccc3c(c2)OCO3)cc1 | 43µM*! | 14%&22%&21% | 5.3%&3.1% | 66%&42%&54% | 1%&25%&31%
COc1ccc(S(=O)(=O)N2CCCCC2)cc1NC(=O)CNc1ccc(F)cc1C | · | -12% | 2.3% | 1% | 4%
Clc1ccc(Nc2ncnc3ccc(Br)cc23)cc1 | 5% | -4% | 5.9% | 40% | 11%
CC(/C=N/NC(=O)CCn1nnc2ccccc21)=C\c1ccccc1 | -6% | 16% | 0.8% | 20% | 7%
COc1ccc(S(=O)(=O)Nc2cc(C)ccc2OC)cc1C | -7% | -4% | 0.3% | 0% | 1%
CSc1nc2nc(-c3cccs3)cc(C(F)(F)F)c2c(=O)[nH]1 | 1% | -8% | 1.2% | -8% | -7%
O=C(c1cccc(C(=O)N2CCN(c3ccccc3F)CC2)c1)N1CCN(c2ccccc2F)CC1 | -6% | 9% | 6.6% | 17% | -4%
O=C1NC(=O)N(CCNc2ncc(C(F)(F)F)cc2Cl)C(=O)C1Cc1ccc(Cl)cc1 (stereo not drawn) | -2% | 6% | 1.1% | 22% | 2%
CCCn1c2ccccc2c2cnn(CC(=O)O)c(=O)c21 | 8% | -6% | i | 8% | 7%
S=C(NCCc1ccccc1)N1CCN(C2CCCCC2)CC1 | -6% | -2% | 0.0% | -5% | 1%
COc1ccc(C(=O)N[C@H](C(=O)Nc2ccc(OC)nc2)C(C)C)cc1 | -11% | -1% | i | 8% | -7%
CCOc1ccc(NC(=O)CCN2C(=S)NC(C)(C)CC2C)cc1 (stereo not drawn) | -9% | -2% | 1.2% | -11% | -10%
CC(C)(C)OC(=O)n1cc(CCO)c2ccccc21 | · | 7% | 0.9% | -8% | -10%
COC(=O)c1ccc(C2NC(=O)c3ccccc3O2)cc1 (stereo not drawn) | -12% | -6% | i | 15% | 1%
O=C1CCC(c2ccc3ccccc3c2)O1 (stereo not drawn) | · | -12% | 1.4% | · | ·
